Screening data: PubChem, several laboratories
Efflux pump inh – inhibitors of Candida antifungal efflux pumps expressed in yeast; S. cerevisiae Candida pump triplex, Nile Red efflux; inhibition, % at 10 µM; hit rate 0.44% among 330,000; AID 485275;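 active = plate passing quality check with inhibition over a set limit, or well fluorescence over plate mean plus 4 SD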;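 also: Nile Red retained in pooled yeast measured as flow cytometry median fluorescence; 0% = buffer negative control and 100% = Enniatin B positive control; higher means more Nile Red kept so more efflux inhibition; some compounds called inactive have numbers as strong as hits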
CR mimetic SO – yeast age-related superoxide inhibition as caloric restriction mimetic; S. cerevisiae aged cells, superoxide DHE fluorescence; stronger effect = lower value; superoxide response (% of plate mean), % at 10 µM; hit rate 0.18% among 330,000;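 active = superoxide response under a set limit, about three screen SD below normal, cut at about 65% in these data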;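 also: yeast aged for seven days with compound at 30 °C before DHE staining; 100% = average MFI of all compound-treated wells on the plate with controls excluded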
BCLXL inh – Bcl-xL (human) inhibition. Q07817. GST-Bcl-xL / FITC-Bim BH3 peptide fluorescence polarization. inhibition, % at 10.9 µM. hit rate 0.7% among 320,000. AID 2129;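 active = inhibition above the mean of all tested compounds plus 3 SD, cutoff set per campaign, cut at about 30% in these data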;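 also: 0% = DMSO wells and 100% = unlabeled Bim-BH3 peptide competitor; inhibitors lower millipolarization by displacing the labeled peptide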
Target sequence (Q07817 whole entry, looked up): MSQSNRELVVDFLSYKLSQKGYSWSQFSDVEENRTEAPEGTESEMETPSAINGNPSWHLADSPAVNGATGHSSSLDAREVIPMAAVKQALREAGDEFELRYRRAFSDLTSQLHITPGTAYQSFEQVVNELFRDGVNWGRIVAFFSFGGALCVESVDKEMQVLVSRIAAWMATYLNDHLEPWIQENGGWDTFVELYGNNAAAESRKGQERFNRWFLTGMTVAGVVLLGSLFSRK
GLD-1 RNA inh – GLD-1-TGE RNA interaction inhibition (C. elegans); Q17339; purified GLD-1 + fluorescein TGE RNA, fluorescence polarization; inhibition, % at 5.96 µM; hit rate 0.44% among 320,000; AID 2280;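 active = percent inhibition above a per-plate cutoff, the plate mean of test compounds plus 3 SD, cut at about 30% in these data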;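 also: 0% = DMSO wells with GLD-1 and probe and 100% = wells lacking GLD-1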
EBNA-1 inhibitor – blocks EBNA-1 binding to DNA; AID 1950; EBNA-1 DNA binding, fluorescence polarization; hit rate 0.34% among 300,000; inhibition, % at 14.8 µM; in the data active = inhibition above about 28%
MCL1-BIM inh – disrupts human MCL1 binding to BIM-BH3 peptide | Q07820 | GST-MCL1 / FITC-Bim-BH3 fluorescence polarization | inhibition, % at 10.9 µM | hit rate 0.68% among 320,000 | AID 2057;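 active = inhibition above the mean inhibition of all tested compounds plus 3 SD, set per campaign, cut at about 40% in these data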;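 also: 0% = DMSO wells and 100% = unlabeled Bim-BH3 peptide control; higher means more loss of mP so more displacement of Bim peptide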
MEX-5 binding – C. elegans MEX-5 TCR-2 RNA binding activity | Q9XUB2 | MEX-5/FITC-TCR2 RNA binding, fluorescence polarization; stronger effect = lower value | activity score (negative = inhibition of binding), % at 10 µM | hit rate 0.38% among 300,000;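 active = inhibition past about -25% in most replicates, and total fluorescence under double the plate's negative control median, limit read from the data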;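 also: 0% = DMSO and -100% = 5 µM competing unlabeled TCR2 RNA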
Target sequence (Q9XUB2 whole entry, looked up): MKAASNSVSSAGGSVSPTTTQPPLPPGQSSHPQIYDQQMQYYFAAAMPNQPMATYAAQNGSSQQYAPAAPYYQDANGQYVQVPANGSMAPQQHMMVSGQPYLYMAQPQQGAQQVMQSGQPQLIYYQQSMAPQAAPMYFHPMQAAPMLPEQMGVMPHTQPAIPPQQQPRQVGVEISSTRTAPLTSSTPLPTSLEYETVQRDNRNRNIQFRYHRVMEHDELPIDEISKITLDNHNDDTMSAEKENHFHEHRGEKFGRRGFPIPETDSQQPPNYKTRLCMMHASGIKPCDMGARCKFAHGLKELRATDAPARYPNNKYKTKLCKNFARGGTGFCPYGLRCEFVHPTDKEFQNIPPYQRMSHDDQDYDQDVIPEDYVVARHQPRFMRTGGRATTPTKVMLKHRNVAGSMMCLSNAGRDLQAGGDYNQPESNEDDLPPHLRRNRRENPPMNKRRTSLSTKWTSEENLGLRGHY
ZTA DNA inh – counter-screen for EBNA-1 inhibitors: inhibitors of Epstein-Barr virus ZTA. inhibition, % at 11 µM. ZTA-DNA binding, fluorescence polarization. P03206. hit rate 0.15% among 320,000; in the data active = inhibition above about 33%
Target sequence (P03206 whole entry, looked up): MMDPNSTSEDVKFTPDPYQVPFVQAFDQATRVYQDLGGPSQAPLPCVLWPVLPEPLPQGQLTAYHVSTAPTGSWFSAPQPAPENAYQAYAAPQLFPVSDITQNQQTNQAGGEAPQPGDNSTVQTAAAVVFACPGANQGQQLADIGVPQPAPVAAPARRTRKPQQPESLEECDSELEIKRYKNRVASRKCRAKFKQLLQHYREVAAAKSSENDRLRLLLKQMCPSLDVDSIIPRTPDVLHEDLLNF
Fam108B counter – Fam108B inhibition, counter-screen for RBBP9 inhibitors. recombinant Fam108B, FP-Rh probe fluorescence polarization. inhibition, % at 9.51 µM. hit rate 0.33% among 300,000;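 active = inhibition above the screen mean inhibition plus 3 SD, computed separately per campaign, cut at about 18% in these data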;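 also: inhibitors lower polarization as less probe binds the enzyme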
Numbers without * were called inactive; . = no result given.

SMILES	Efflux pump inh	CR mimetic SO	BCLXL inh	GLD-1 RNA inh	EBNA-1 inhibitor	MCL1-BIM inh	MEX-5 binding	ZTA DNA inh	Fam108B counter
CCc1ccc(NC(=O)C2CCN(S(=O)(=O)c3c(C)[nH]c(=O)[nH]c3=O)CC2)cc1	0.0	90	6	6	-9	1	1.4	-25	-1
O=C1NC(=O)/C(=C\c2cn(CC(=O)N3CCOCC3)c3ccccc23)S1	-0.3	99	5	1	-1	7	-5.9	11	2
C=CCOn1c(=O)c(-c2ccc(OC)cc2)[n+]([O-])c2ccccc21	0.0	92	0	1	-6	-2	1.2	-7	4
O=C(COC(=O)c1ccco1)Nc1ccc2[nH]c(=O)[nH]c2c1	-0.2	109	5	3	.	6	.	-8	.
Cc1ccc(-c2nnn(CC(=O)N(c3cccc(F)c3)C(C(=O)NC3CCCC3)c3ccncc3)n2)o1 (centres undefined)	1.3	109	6	1	-13	5	1.6	-6	1
COc1ccc(NC(=O)CN2CCN(c3ccccc3Cl)CC2)cc1	0.1	91	0	-7	-6	-8	3.3	6	-7
Cc1ccc(C(=O)NCCN2CCOCC2)cc1C	0.3	103	-4	-1	-16	-1	-1.0	-22	2
Cc1ccc([N+](=O)[O-])c(OCCn2cnc3ccccc32)c1	0.1	92	6	4	-1	-2	1.3	-6	-1
CCN(Cc1ccncc1)C(=O)c1cc(COc2ccc(F)cc2Cl)on1	0.2	111	6	-1	4	2	1.0	14	-3
O=C(CN1CCN(C/C=C/c2ccccc2)CC1)Nc1cc([N+](=O)[O-])ccc1Cl	0.1	94	2	0	-9	3	-1.2	1	1
COc1ccc(NC(=O)c2cccc(S(=O)(=O)N3CCCC3)c2)cc1OC	0.3	94	5	7	.	5	.	-3	.
CC(CCN1C(Nc2ccccc2)=NC[C@@H]1Cc1ccccc1)c1ccccc1 (some centres undefined)	0.1	113	-4	2	3	-4	0.9	7	2
CSc1nc(-c2ccccc2)nn1C(=O)c1ccco1	-0.1	105	5	7	1	7	-3.7	-5	-1
Cc1ccc(C)c(-n2c3nc(=O)[nH]c(=O)c-3cc3cc([N+](=O)[O-])ccc32)c1	0.6	107	76*	59*	-4	87*	.	28	26*
COc1cccc(CN2CCN(Cc3ccc(OC)c(OC)c3)CC2CCO)c1 (centres undefined)	0.0	94	2	0	1	-2	-1.2	-16	1
CN(c1ccccc1)S(=O)(=O)c1ccc(Cl)c(C(=O)Nc2nc3ccccc3[nH]2)c1	-0.3	91	6	6	-5	4	2.0	8	-5
Cc1ccc[n+](CC(=O)Nc2cc(C(F)(F)F)ccc2N2CCOCC2)c1	0.0	103	-11	4	-4	-20	0.7	9	1
COc1cc(C)c(C(C)C)cc1S(=O)(=O)n1cnc(C)c1	0.1	101	-1	1	2	0	0.8	0	1
CC(C)NC(=O)/C(C#N)=C\c1ccc(N(C)C)c(Br)c1	-0.1	79	-10	-4	-2	-15	1.8	-3	-2
CN(C(=O)COC(=O)C(Cc1ccccc1)NC(=O)c1ccccc1)c1ccccc1 (centres undefined)	-0.1	103	4	4	13	-6	0.3	7	1
Cc1cc(=O)[nH]c(SCC(=O)Nc2ccc(Br)cc2)n1	0.1	87	4	2	-4	2	1.7	10	1
CCOc1ccc(N(CC(=O)NC2CCCC2)C(=O)CSc2nnc(COc3ccccc3)o2)cc1	-0.1	86	9	3	-8	8	-3.2	-5	3
CCOC(=O)c1sc(NC(=O)CCN2CCC(C)CC2)c(C(=O)OCC)c1C	0.1	93	5	5	2	-1	1.1	0	2
Cc1ccc(CNC(=O)COC(=O)CCOc2ccc(C)cc2)cc1	0.0	79	-11	1	5	-16	-0.4	0	-1
CC(C)CNC(=S)Nc1ccc(S(N)(=O)=O)cc1	0.1	98	1	8	11	5	-1.0	10	-3
CCOC(=O)C1=C(C)N(C)C(=O)NC1c1cccc(O)c1 (centres undefined)	-0.2	100	3	9	-4	2	0.0	-7	4
CCOC(=O)CCc1c(C)c2ccc(OC3CCCCC3=O)c(C)c2oc1=O (centres undefined)	0.3	88	3	12	2	6	0.8	5	3
Cc1ccc(CNS(=O)(=O)c2cc3c4c(c2)CCN4C(=O)CC3)cc1	0.1	100	0	6	-4	0	-2.9	5	4
Cc1cc(C)cc(NC2=C(N)C(=O)c3ccccc3C2=O)c1	-0.1	101	-3	-1	11	-13	-0.7	1	3
Cc1[nH]n(-c2ccccc2)c(=O)c1/C=N/n1c(C)nc2ccccc2c1=O	0.0	121	1	-1	-15	-2	1.2	-11	5
CC(C)C(NC(=O)c1ccccc1)C(=O)NC1=NCCS1 (centres undefined)	-0.1	81	1	4	-1	12	-0.5	-6	0
COc1ccc(CC(=O)NCC2CCCCC2)cc1OC	0.0	103	4	1	-1	-6	0.9	-9	-5
O=C(NCCS(=O)(=O)c1ccc(Br)cc1)c1c(F)cccc1F	0.2	115	-3	4	-10	-3	-2.2	3	4
CCN(CC)c1ccc(NC(=O)COc2ccccc2C#N)cc1S(=O)(=O)Nc1ccc(OC)cc1	0.3	92	-2	7	3	-2	3.5	-1	8
CCN(CC)CCNC(C(=O)Nc1cccc(C(C)=O)c1)c1ccccc1 (centres undefined)	0.2	83	0	4	-6	-19	0.4	-1	-4
C[C@H](NC(=O)Cn1cncn1)c1ccccc1	-0.3	81	-1	8	-10	0	1.3	-2	1
Cc1ccc(CSc2nnc(Cn3c(=O)sc4ccccc43)n2C)cc1	0.2	99	6	2	2	10	-5.4	9	-1
Cn1c(CSCC(=O)Nc2ccccc2)nnc1SCc1ccccc1	0.0	118	-2	-1	3	3	-0.5	-12	3
COCCNc1nc2c(c(=O)n(C)c(=O)n2C)n1Cc1cccc(C)c1	0.0	104	1	5	-7	2	-0.4	-14	-1
CCOC(=O)c1c(C)nc2sc3c(c2c1-c1ccc(OC)cc1)NC(c1ccc(OC)cc1)NC3=O (centres undefined)	0.1	101	-1	-3	-1	1	1.6	-7	-4
CN(C(=O)c1cccnc1)c1nc(-c2ccccc2)cs1	0.1	82	3	0	-1	1	-0.3	0	0
COc1ccccc1NC(=O)N1CCC(C(=O)c2ccc(Cl)cc2)CC1	0.4	102	1	0	2	-1	0.1	12	1
Cc1cc(=O)oc2c(CN3CC(C)OC(C)C3)c(O)c(Cl)cc12 (centres undefined)	-0.1	108	29	22	4	35	-8.6	-3	3
CCOC(=O)C1CCN(c2ncnc3c2oc2ccc(Br)cc23)CC1	0.1	108	-1	2	-9	-4	0.3	-3	0
CCn1c2c(c3cc(C(=O)O)ccc31)CCCC2=O	-0.1	110	2	3	1	2	2.3	1	0
O=C1CC(c2ccco2)Cc2nc(N3CCc4ccccc4C3)ncc21 (centres undefined)	0.0	113	3	-1	-6	16	-0.8	-6	-1
CCN1CCN(CC(=O)N2c3ccccc3Sc3ccccc32)CC1	-0.1	106	2	1	-8	4	0.4	-4	-1
Cc1cc(C)n2nc(CCCCc3nc4nc(C)cc(C)n4n3)nc2n1	0.0	106	-4	-9	8	-7	-0.7	4	-2
COc1cc(C2C(C#N)=C(N)Oc3cc(C)oc(=O)c32)ccc1OC(=O)N1CCOCC1 (centres undefined)	0.0	100	10	3	1	6	2.1	1	0
CC(OC(=O)Cc1coc2ccc3ccccc3c12)C(=O)NC(N)=O (centres undefined)	0.1	100	12	-7	-18	5	-0.6	8	-3
Cc1nn(Cc2ccccc2)c(C)c1NC(=O)c1cc(-c2ccco2)on1	-0.1	90	-4	0	2	-5	2.4	-1	2
COc1ccc(CNc2nnnn2C)c(OC)c1	-0.1	95	10	0	-4	2	0.1	-23	0
Nc1c(C(=O)c2ccc(Cl)cc2)sc2nc3c(cc12)CCC3	0.1	94	16	-8	12	1	-0.5	-3	-2
O=C(O)CCCCCNS(=O)(=O)c1ccc2c(c1)OCCO2	0.1	105	1	7	2	-3	1.5	0	-5
Cc1nonc1CN(C)C(=O)CC1C(=O)NCCN1Cc1ccc(F)c(F)c1 (centres undefined)	0.0	105	7	11	-5	6	-1.5	-13	-3
N#Cc1sc(=O)[nH]c1Cl	0.1	99	23	4	11	23	-6.4	6	1
CCn1c(SC(C)C(=O)O)nnc1-c1cccnc1 (centres undefined)	-0.1	93	11	11	0	6	0.4	0	0
O=C(NCC(=O)N(c1ccccc1)C(C(=O)NCC1CCCO1)c1ccccc1)c1ccco1 (centres undefined)	-0.3	101	1	-2	-5	2	2.2	-4	-4
CC(NC(=O)COc1ccc(S(=O)(=O)N2CCCC2)cc1)c1ccccc1 (centres undefined)	-0.1	104	-1	0	-15	2	1.5	6	-2
CC(=O)c1ccccc1NC(=O)COC(=O)c1cc2ccccc2[nH]1	-0.1	103	-1	4	.	1	.	30	.
Next section:
SMILES	Efflux pump inh	CR mimetic SO	BCLXL inh	GLD-1 RNA inh	EBNA-1 inhibitor	MCL1-BIM inh	MEX-5 binding	ZTA DNA inh	Fam108B counter
CC(=O)c1sc2nc(SCC(=O)N3CCCCC3)[nH]c(=O)c2c1C	0.1	113	-6	-14	-7	-3	0.6	-1	0
COc1ccc(C2NC(=O)Cc3cc(OC)c(OC)cc32)cc1OC (centres undefined)	0.0	95	8	-4	-3	3	-1.7	9	-3
CN(c1ccccc1)S(=O)(=O)c1cccc(NC(=O)CC(C)(C)C)c1	-1.7	99	3	4	2	7	1.3	4	5
CCC(=Nc1ccccc1)C1=C(O)CCCC1=O	0.0	130	2	11	6	-2	-0.2	3	-2
CS(=O)(=O)Nc1ccccc1C(=O)Nc1cc(Cl)cc(Cl)c1	0.1	94	0	4	4	0	-0.5	-25	9
CCN(CC)c1ccc(NC(=O)C2CC3CCC2C3)cc1 (centres undefined)	-0.1	89	1	-4	0	7	-0.9	-13	-2
COc1ccc2c(c1)C(=O)C(=O)N2	0.0	111	2	3	7	-3	0.0	4	1
Cc1cc(C)c(C)c(S(=O)(=O)N2CCC(C(=O)OCC(=O)N3c4ccccc4NC(=O)C3(C)C)CC2)c1C	0.0	89	8	-1	6	10	-0.6	-21	5
CC(=O)N1CCC2(CC1)C/C(=N\NC(=S)Nc1ccccc1F)c1cc(O)ccc1O2	-0.1	98	10	-5	-1	12	-0.3	-16	3
O=C(CCc1nnc(-c2ccccc2)o1)NC1CCCCC1	0.1	98	9	8	3	6	-0.5	0	-7
COc1ccc(Br)cc1CNC(=O)CCNC(=O)Cn1ccc2ccccc2c1=O	0.1	103	1	2	0	7	-0.3	10	3
O=C(c1cnc2n(c1=O)CCS2)N(C1CCCCC1)C1CCCCC1	-0.1	86	5	5	-18	3	-2.9	2	-1
CCN(CC)CCN1C(=O)c2ccccc2NC1c1ccc(F)cc1 (centres undefined)	-0.1	99	-1	9	9	-5	0.6	-1	-2
COC(=O)c1ccccc1NC(=O)C1CC=CCC1C(=O)O (centres undefined)	-0.1	88	6	-2	-3	3	1.5	5	1
N/C(=N\O)c1ccc([N+](=O)[O-])s1	-0.3	121	1	2	9	0	3.1	2	1

4 entries picked at random from the list so far:
SMILES	Efflux pump inh	CR mimetic SO	BCLXL inh	GLD-1 RNA inh	EBNA-1 inhibitor	MCL1-BIM inh	MEX-5 binding	ZTA DNA inh	Fam108B counter
CC(=O)N1CCC2(CC1)C/C(=N\NC(=S)Nc1ccccc1F)c1cc(O)ccc1O2	-0.1	98	10	-5	-1	12	-0.3	-16	3
N/C(=N\O)c1ccc([N+](=O)[O-])s1	-0.3	121	1	2	9	0	3.1	2	1
COc1ccc2c(c1)C(=O)C(=O)N2	0.0	111	2	3	7	-3	0.0	4	1
CCN(CC)CCN1C(=O)c2ccccc2NC1c1ccc(F)cc1 (centres undefined)	-0.1	99	-1	9	9	-5	0.6	-1	-2

Compounds as they come, and some 2.3% of all compounds hit somewhere here.
